Source: PubChem BioAssay
sdo1 growth – sdo1-depleted yeast growth rescue | 140,000 tested, 0.21% active | S. cerevisiae sdo1-depleted JHY4D growth rescue, OD600 30 h; stronger effect = higher value; pdr5 snq2 efflux-pump mutant strain | z-score at 10 µM;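 active = z-score above 3 at both the 24 hr and the 30 hr optical density reads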;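 also: z-score against mean and SD of all compound wells on the same plate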
INS promoter inh – TRM-6 insulin promoter activity inhibition; TRM-6 cells (human fetal islet line), insulin promoter-eGFP reporter, imaging; reporter expression induced with tamoxifen; inhibition, % at 2 µM; 130,000 tested, 0.9% active;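 active = inhibition above the mean plus 3 SD, with well images judged a real hit on visual review, cut at about 60% in these data, passing the limit was not always enough; inconclusive = inhibition over the cutoff but images rejected on review; inactive = inhibition not above the cutoff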
sdo1 growth Rescue 24 h – further read-out of sdo1 growth, marked with its call; z-score; S. cerevisiae sdo1-depleted JHY4D growth rescue, OD600; measured here: growth rescue at 24 h;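 0 is the plate mean of compound wells and units are plate SD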
An asterisk follows results filed as active.

CNc1nc(Sc2ccccc2)cc(C(F)(F)F)n1 was read as sdo1 growth 0.77, INS promoter inh 24 and sdo1 growth Rescue 24 h 1.4.
For CCCN(CCC)c1cc(Cl)nc(N)n1 the results were INS promoter inh -45.
`CC(=O)c1sc(NC(=O)c2cc(-c3ccccc3)nn2-c2ccccc2)nc1C` gave sdo1 growth 0.32, INS promoter inh 25 and sdo1 growth Rescue 24 h 1.9.
CCOc1ccc2nc(SCC(=O)NC(=O)C(C)C)sc2c1 was read as INS promoter inh 100*.
For Cc1cc(C)nc(SCC(=O)NN=C2CCCC2)n1 the results were INS promoter inh -35.
`NS(=O)(=O)c1ccc(CCNC(=O)C2CCCN(S(=O)(=O)c3cccnc3)C2)cc1` (stereo unspecified) gave sdo1 growth 0.71 and sdo1 growth Rescue 24 h 0.39.
For O=C1CC(N2CCN(c3ccccn3)CC2)C(=O)N1c1ccc(F)cc1 (stereo unspecified) the results were INS promoter inh inactive.
For O=C(O)/C(=C\c1ccco1)NC(=O)c1ccccc1 the results were sdo1 growth 0.18, INS promoter inh -16 and sdo1 growth Rescue 24 h -0.07.
Screening O=C(CN(Cc1ccco1)C(=O)c1cccc(Cl)c1)Nc1c(Cl)cc(Cl)cc1Cl returned sdo1 growth -0.79, INS promoter inh -33 and sdo1 growth Rescue 24 h -0.29.
`CC(/C=C1\SC(=S)N(CCCC(=O)Nc2ccc(C(=O)O)c(O)c2)C1=O)=C\c1ccccc1` gave sdo1 growth 1.9 and sdo1 growth Rescue 24 h 2.3.
O=C(NC1CC1)C1CCCN(C(=O)Nc2ccc(F)cc2)C1 (stereo unspecified) was read as sdo1 growth 0.95, INS promoter inh -15 and sdo1 growth Rescue 24 h 0.78.
For Cc1ccc(C)n1-c1nc(=S)[nH][nH]1 the results were sdo1 growth 0.19, INS promoter inh 39 and sdo1 growth Rescue 24 h -0.82.
`O=Cc1cc(N=Nc2cccc(C(=O)O)c2)ccc1O` gave INS promoter inh -22.
Screening COc1ccc(NC(=O)c2ccc(NCC3CCCO3)c([N+](=O)[O-])c2)cc1 (stereo unspecified) returned INS promoter inh 24.
Screening O=C(Cc1cn2ccsc2n1)Nc1ccccc1Oc1ccccc1 returned sdo1 growth -0.04 and sdo1 growth Rescue 24 h 0.44.
Screening O=C1NCC(c2ccccc2)C1C(=O)N/N=C\c1ccc(-c2cccc(Cl)c2Cl)o1 (stereo unspecified) returned sdo1 growth -0.28, INS promoter inh 4 and sdo1 growth Rescue 24 h 0.02.
CCCNc1nc(N2CCCC2)nc(N2CCCC2)n1 was read as INS promoter inh 83*.
For CC(C)Cc1cc(C(=O)Nc2cc(C(F)(F)F)ccc2Cl)no1 the results were sdo1 growth -0.02, INS promoter inh 17 and sdo1 growth Rescue 24 h 0.33.
Screening O=C(Cn1nc(-c2ccccc2)c2ccccc2c1=O)NCCN1CCOCC1 returned sdo1 growth -0.12 and sdo1 growth Rescue 24 h -0.82.
CC(/C=C1\SC(=O)N(CC(=O)Nc2ccc(O)cc2)C1=O)=C\c1ccccc1 was read as sdo1 growth -0.09, INS promoter inh 39 and sdo1 growth Rescue 24 h 1.3.

The final two entries of the section before open the next one:
Screening O=C(Cn1nc(-c2ccccc2)c2ccccc2c1=O)NCCN1CCOCC1 returned sdo1 growth -0.12 and sdo1 growth Rescue 24 h -0.82.
CC(/C=C1\SC(=O)N(CC(=O)Nc2ccc(O)cc2)C1=O)=C\c1ccccc1 was read as sdo1 growth -0.09, INS promoter inh 39 and sdo1 growth Rescue 24 h 1.3.
CCC12CCCN3CCC4(C(=C(C(=O)OC)C1)Nc1ccccc14)C32 (stereo unspecified) was read as sdo1 growth -1.2, INS promoter inh -82 and sdo1 growth Rescue 24 h -1.4.
`COc1ccc(C2c3[nH]c4ccccc4c3CCN2C(=O)c2cc3ncccn3n2)c(F)c1` (stereo unspecified) gave INS promoter inh 4.
CCCCOC(=O)c1ccc(-c2ccc(/C=N/NC(=S)NCC)o2)cc1 was read as sdo1 growth -0.2, INS promoter inh 13 and sdo1 growth Rescue 24 h -0.4.
For COc1ccc(Oc2cc(C)c3ccccc3n2)cc1 the results were sdo1 growth -0.59, INS promoter inh 0 and sdo1 growth Rescue 24 h -0.59.
O=C1c2ccccc2C(=O)N1CCCc1nc2ccccc2c(=O)n1Cc1ccco1 was read as sdo1 growth -0.66 and sdo1 growth Rescue 24 h -0.39.
`COc1ccc(-n2cc(C(=O)c3cc4ccccc4oc3=O)c(C(C)=O)n2)cc1` gave sdo1 growth 0.45, INS promoter inh -6 and sdo1 growth Rescue 24 h 1.1.
`Cc1ccc(C(=O)C(OC(=O)c2cnccn2)c2ccccc2)cc1C` (stereo unspecified) gave sdo1 growth -0.43, INS promoter inh 50 and sdo1 growth Rescue 24 h -1.2.
`O=C(CSc1ccc2c(c1)OCCO2)Nc1ccc2c(c1)OCO2` gave sdo1 growth 0.14, INS promoter inh 7 and sdo1 growth Rescue 24 h 0.
CCOC(=O)C1CN(S(=O)(=O)c2cccc(C(F)(F)F)c2)c2cc(CC(=O)OC)ccc2O1 (stereo unspecified) was read as sdo1 growth -0.27, INS promoter inh 7 and sdo1 growth Rescue 24 h -0.52.
CCOC(=O)c1[nH]c(C)c(C(=O)NC2CCCCC2)c1C was read as sdo1 growth 0.96 and sdo1 growth Rescue 24 h 2.
`O=C(Nc1ccccc1C(F)(F)F)N1CCN(c2ccc3nncn3n2)CC1` gave sdo1 growth 2.4, INS promoter inh -27 and sdo1 growth Rescue 24 h 0.4.
`CC(C)(C)C(=O)c1no[n+]([O-])c1/C(=N/O)C(C)(C)C` gave sdo1 growth -0.47, INS promoter inh 26 and sdo1 growth Rescue 24 h 0.19.
Screening Cc1cccc(NC(=O)c2ccccc2OCC(=O)N2CCOCC2)c1C returned sdo1 growth 0.28, INS promoter inh -58 and sdo1 growth Rescue 24 h -0.07.
CC(C)c1cc(N2CCN(C(=O)c3ccco3)CC2)n2c(nc3ccccc32)c1C#N was read as sdo1 growth -0.36 and sdo1 growth Rescue 24 h -0.07.
`COc1cccc(-n2c(CN3CCN(c4ccccc4)CC3)nc3ccc([N+](=O)[O-])cc3c2=O)c1` gave sdo1 growth -0.84, INS promoter inh -11 and sdo1 growth Rescue 24 h -0.75.
Screening COC(=O)Cc1cc(=O)[nH]c(/N=C(\N)Nc2ccccc2C)n1 returned sdo1 growth 0.93, INS promoter inh -181 and sdo1 growth Rescue 24 h 0.35.
Screening CC(C)(C)NC(=O)CN(C(=O)CS(=O)CC(=O)Nc1ccc(F)cc1)c1ccc(F)c(Cl)c1 (stereo unspecified) returned sdo1 growth 1.7 and sdo1 growth Rescue 24 h 2.2.
For Cc1ccc(C)c(NC(=O)c2nnn(Cc3ccccc3C)c2N)c1 the results were sdo1 growth -0.81 and sdo1 growth Rescue 24 h -1.1.
Screening Cc1ccc(C(=O)c2cn[nH]c2-c2cc(Cl)ccc2O)cc1 returned sdo1 growth -0.69, INS promoter inh 10 and sdo1 growth Rescue 24 h 0.23.
Screening Cc1nnc(C)c2c(C)n(-c3ccc4ncccc4c3)c(C)c12 returned INS promoter inh -42.
O=C(CN1CCCN(S(=O)(=O)c2ccc(Br)cc2)CC1)Nc1ccc2c(c1)OCO2 was read as sdo1 growth -2.1, INS promoter inh -137 and sdo1 growth Rescue 24 h -1.7.
O=C(N1CCCCC1)N1CCCN(C(=O)N2CCCCC2)CC1 was read as sdo1 growth -0.25, INS promoter inh 6 and sdo1 growth Rescue 24 h -0.24.
Screening CC(=O)Nc1ccc(S(=O)(=O)Nc2nccc(/C=C/c3ccc(Cl)cc3)n2)cc1 returned sdo1 growth 0.81, INS promoter inh inconclusive and sdo1 growth Rescue 24 h 2.6.
`CCOc1ccc2nc(NC(=O)c3cccc(-c4cc5ccccc5oc4=O)c3)sc2c1` gave sdo1 growth -1.4 and sdo1 growth Rescue 24 h -0.79.
N#Cc1nc(-c2cccc3ccccc23)oc1NCCN1CCCCC1 was read as sdo1 growth 11*, INS promoter inh -59 and sdo1 growth Rescue 24 h 7.9*.
Screening CCOC(=O)C(CC)n1cnc2c(oc3ccccc32)c1=O (stereo unspecified) returned sdo1 growth 0.54, INS promoter inh 19 and sdo1 growth Rescue 24 h 0.18.
CCOC(=O)c1cc(C)n(Cc2cccc(OC)c2OC)c1C was read as sdo1 growth -2 and sdo1 growth Rescue 24 h -1.5.
CC1CCCCC1NC(=O)c1ccc(S(=O)(=O)NCC2CCCO2)cc1 (stereo unspecified) was read as INS promoter inh 17.
CC(OC(=O)c1ccco1)C(=O)NCc1cccs1 (stereo unspecified) was read as sdo1 growth 0.09 and sdo1 growth Rescue 24 h -0.82.
COCCN(CCOC)S(=O)(=O)c1ccc(OC)cc1 was read as sdo1 growth 0.45 and sdo1 growth Rescue 24 h -0.88.
For O=C(CS(=O)(=O)c1ccc2ccccc2c1)N1CCCCCC1 the results were INS promoter inh -38.
For N/C(=N\OC(=O)COc1ccc(Br)cc1Cl)c1ccncc1 the results were sdo1 growth -2.2, INS promoter inh 25 and sdo1 growth Rescue 24 h -1.3.
For O=c1c2c3c(sc2n2cnnc2n1-c1ccccc1)N(Cc1ccccc1)CCC3 the results were sdo1 growth 0.49, INS promoter inh 3 and sdo1 growth Rescue 24 h -0.24.
For COc1cccc(NC(=O)CNS(=O)(=O)c2ccc(Cl)cc2)c1 the results were sdo1 growth 0.12, INS promoter inh -23 and sdo1 growth Rescue 24 h -0.33.
CCOc1ccc(/C(O)=C2/C(=O)C(=O)N(CCOCCO)C2c2cccnc2)cc1 (stereo unspecified) was read as sdo1 growth -0.31, INS promoter inh -42 and sdo1 growth Rescue 24 h -0.49.
`O=C(NCCCN1CCOCC1)c1c(O)c2cc(Br)cc(Br)c2[nH]c1=O` gave INS promoter inh -198.
Screening CCOC(=O)C1CCN(C(=O)Nc2ccc3nc(C)c(C)nc3c2)CC1 returned sdo1 growth -0.5, INS promoter inh -110 and sdo1 growth Rescue 24 h -0.45.
For COC(=O)c1sccc1NC(=O)Cc1ccc(OC)c(OC)c1 the results were sdo1 growth 0.18, INS promoter inh -13 and sdo1 growth Rescue 24 h 0.32.
Cc1ccc(CS(=O)(=O)CCC(=O)NCCN2CCCCC2C)cc1 (stereo unspecified) was read as sdo1 growth -0.06, INS promoter inh 13 and sdo1 growth Rescue 24 h -0.8.
Screening CCOC(=O)c1sc(-c2ccccc2)cc1N returned sdo1 growth -0.49, INS promoter inh 22 and sdo1 growth Rescue 24 h -0.23.

Three consecutive compounds already listed, quoted:
For COC(=O)c1sccc1NC(=O)Cc1ccc(OC)c(OC)c1 the results were sdo1 growth 0.18, INS promoter inh -13 and sdo1 growth Rescue 24 h 0.32.
Cc1ccc(CS(=O)(=O)CCC(=O)NCCN2CCCCC2C)cc1 (stereo unspecified) was read as sdo1 growth -0.06, INS promoter inh 13 and sdo1 growth Rescue 24 h -0.8.
Screening CCOC(=O)c1sc(-c2ccccc2)cc1N returned sdo1 growth -0.49, INS promoter inh 22 and sdo1 growth Rescue 24 h -0.23.

Arranged by molar mass (lowest first): some entries from above
COCCN(CCOC)S(=O)(=O)c1ccc(OC)cc1 was read as sdo1 growth 0.45 and sdo1 growth Rescue 24 h -0.88.
Cc1ccc(CS(=O)(=O)CCC(=O)NCCN2CCCCC2C)cc1 (stereo unspecified) was read as sdo1 growth -0.06, INS promoter inh 13 and sdo1 growth Rescue 24 h -0.8.
For N/C(=N\OC(=O)COc1ccc(Br)cc1Cl)c1ccncc1 the results were sdo1 growth -2.2, INS promoter inh 25 and sdo1 growth Rescue 24 h -1.3.
For O=c1c2c3c(sc2n2cnnc2n1-c1ccccc1)N(Cc1ccccc1)CCC3 the results were sdo1 growth 0.49, INS promoter inh 3 and sdo1 growth Rescue 24 h -0.24.
O=C(CN1CCCN(S(=O)(=O)c2ccc(Br)cc2)CC1)Nc1ccc2c(c1)OCO2 was read as sdo1 growth -2.1, INS promoter inh -137 and sdo1 growth Rescue 24 h -1.7.

The listing continues.
`O=C(Cc1ccccc1)NNC(=O)Nc1ccccc1` gave INS promoter inh -29.
For Cc1nn2cc(-c3ccc(Cl)cc3)nc2s1 the results were sdo1 growth -0.57 and sdo1 growth Rescue 24 h -0.75.
Screening Cc1ccc2c(C)nc(N/C(N)=N/S(=O)(=O)c3ccc([N+](=O)[O-])cc3)nc2c1 returned sdo1 growth -0.34, INS promoter inh 62 and sdo1 growth Rescue 24 h -0.21.
Screening O=C(Nc1cccc(S(=O)(=O)N2CCCCC2)c1)C1CC(=O)N(Cc2ccco2)C1 (stereo unspecified) returned INS promoter inh 0.
Screening Cc1cc(C)n2cc(CSc3ncccc3C(=O)O)nc2n1 returned sdo1 growth 0.68, INS promoter inh 29 and sdo1 growth Rescue 24 h 0.34.
For O=C(O)/C=C/C(=O)N1CCN(C(=O)/C=C/C(=O)O)CC1 the results were sdo1 growth 0.43 and sdo1 growth Rescue 24 h 0.26.
For O=C(NCC1(c2ccccc2)CCCC1)c1ccccc1 the results were sdo1 growth -0.06, INS promoter inh 25 and sdo1 growth Rescue 24 h -0.26.
`Cc1c2ccccc2cc[n+]1CCCS(=O)(=O)[O-]` gave INS promoter inh 44.
`CC(=O)Nc1nonc1-c1nc2ccccc2n1CC1CC1` gave sdo1 growth -1.1, INS promoter inh -11 and sdo1 growth Rescue 24 h -0.97.
`CCc1nc(Nc2ccc3c(c2)OCO3)c2oc3ccccc3c2n1` gave sdo1 growth -1.5, INS promoter inh 79* and sdo1 growth Rescue 24 h -0.91.
Screening O=C(C1CCCCC1)N1CC(=O)N2CCc3ccccc3C2C1 (stereo unspecified) returned sdo1 growth -0.27, INS promoter inh -71 and sdo1 growth Rescue 24 h -0.75.
`OC[C@H]1O[C@@H](n2cnc3c(Nc4ccccc4)ncnc32)[C@H](O)[C@@H]1O` gave sdo1 growth 1.2, INS promoter inh 38 and sdo1 growth Rescue 24 h 0.83.
